Compound activity from PubChem.
Rab9 prom act: activators of Rab9 promoter. Huh7 Rab9 promoter-luciferase reporter, luminescence, 24 h. AID 485297. Potency, µM (doses to about 9.22 µM), inactives show at the highest dose activation, negative = inhibition, hits mostly activators. actives 2.8% (n = 320,000); note: potency is the fitted concentration of half-maximal effect; % of control where 0% means no effect; nearly all actives have a fitted effect of over 60% in size
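Huh7 reporter line, Rab9 promoter upstream of luciferase. Compound exposure 24 h at 37 °C in reduced-serum medium with 10% FBS. Read-out: luminescence.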
FLuc counter: inhibits or activates purified firefly luciferase, miR-21 counter-screen; P08659; purified FLuc, Km substrates, luminescence inhibition; Potency, µM (top dose mostly 57.5 µM), for the others: at the highest dose activity change, negative = inhibition, most hits filed as inhibitors; actives 6.9% (n = 360,000); AID 588342;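 note: potency is the fitted concentration of half-maximal effect; plate controls were vehicle for no effect and reference inhibitor for full effect; nearly all actives have a fitted effect of over 55% in size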
Target sequence (P08659 whole entry, looked up): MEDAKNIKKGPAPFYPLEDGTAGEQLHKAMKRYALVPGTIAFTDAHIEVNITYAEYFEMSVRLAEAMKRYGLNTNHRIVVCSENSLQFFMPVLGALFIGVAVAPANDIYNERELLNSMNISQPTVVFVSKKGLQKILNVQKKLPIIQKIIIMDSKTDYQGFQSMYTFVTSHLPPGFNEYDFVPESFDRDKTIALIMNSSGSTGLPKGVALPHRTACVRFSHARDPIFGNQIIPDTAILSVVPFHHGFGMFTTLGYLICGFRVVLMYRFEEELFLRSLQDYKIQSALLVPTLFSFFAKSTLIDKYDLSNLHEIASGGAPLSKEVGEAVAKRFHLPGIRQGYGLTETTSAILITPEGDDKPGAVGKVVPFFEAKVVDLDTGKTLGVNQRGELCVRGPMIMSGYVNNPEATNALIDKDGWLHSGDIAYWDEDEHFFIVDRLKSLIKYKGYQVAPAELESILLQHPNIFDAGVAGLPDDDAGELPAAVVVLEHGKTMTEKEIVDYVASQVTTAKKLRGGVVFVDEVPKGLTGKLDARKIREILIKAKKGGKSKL
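Purified P. pyralis luciferase, 10 nM final, with Km-level 10 uM D-luciferin and 10 uM ATP in 50 mM Tris acetate pH 7.5, 10 mM Mg acetate, 0.01% Tween-20, 0.05% BSA; 6-point qHTS titration about 60 µM downward; luminescence read.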
ELG1 genotox: genotoxicity induction in ELG1-luciferase HEK293T cells | HEK293T ELG1-luciferase reporter, luminescence, 16 h | Potency, µM (highest dose often 46 µM), inactives show top-dose activity change, positive = activation, most hits filed as activators | actives 1.3% (n = 330,000) | AID 504466; note: potency is the fitted concentration of half-maximal effect; % of control where 0% means no effect; nearly all actives have a fitted effect of over 60% in size
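HEK293T cells expressing luciferase-tagged ELG1 were exposed to compound or DMSO vehicle for 16 hr at 37 °C and 5% CO2. Luciferase activity was then measured with ONE-Glo after 30 min at room temperature.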
RORg inh: ROR gamma (mouse) transcription inhibition; actives 5.4% (n = 310,000); Potency, µM (top dose mostly 53.6 µM), inactives show top-dose activity change, negative = inhibition, actives largely listed as inhibitors; AID 2551; Drosophila S2 Gal4-RORgamma UAS-luciferase reporter, 20 h; P51450; note: potency is the fitted concentration of half-maximal effect; % is set by controls: 0 for no effect and ±100 for the full control effect; nearly all actives have a fitted effect of over 60% in size
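Luminescence from a UAS-regulated Photinus luciferase reporter in stably transfected Drosophila Schneider cells is measured; decreased signal marks ROR gamma inhibition. Fusion expression is induced by 700 uM copper sulfate for 20 hr.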
KCNH2 3.1 block: blocks the human KCNH2 3.1 channel isoform | U2OS KCNH2 3.1, thallium flux FluxOr; stronger effect = lower value | actives 0.95% (n = 340,000) | activity change, % (tested at about 1.8 µM);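 active = maximum activity change below -70%; inconclusive = maximum activity change from -70% to -50%; inactive = maximum activity change above -50%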;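 note: thallium influx rate constant from kinetic fluorescence after stimulation buffer; % is set by controls: 0 for no effect and ±100 for the full control effect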
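Kinetic fluorescence (2 min after stimulation buffer) measures Tl+ influx through KCNH2 3.1 expressed by viral transduction in U2OS cells; the rate constant is normalized against DMSO controls serving as positive and negative references.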
NPC1 prom act: NPC1 promoter activation | Huh7 NPC1 promoter luciferase reporter, 24 h | Potency, µM (top dose mostly 9.22 µM), inactives show at the top dose activation, hits mostly activators | actives 2.4% (n = 320,000);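 note: potency is the fitted concentration of half-maximal effect; % of control where 0% means no effect; nearly all actives have a fitted effect of over 60% in size; reporter is driven by a mutant NPC1 promoter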
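Stable NPC1-promoter luciferase Huh7 line; cpd (DMSO) 24 h, 37 °C, 5% CO2; Amplite luciferase reagent 10 min RT; luminescence readout. qHTS format.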
VP16 counter: inhibits Gal4-VP16 luciferase reporter, ROR gamma counter-screen | actives 3.5% (n = 310,000) | Potency, µM (series often up to 53.6 µM), for the others: at the top dose activity, negative = inhibition, most hits filed as inhibitors | AID 2546 | Drosophila S2 Gal4-VP16 UAS-luciferase, luminescence, 20 h;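 note: Gal4-VP16 expression switched on by copper sulfate through the metallothionein promoter; potency is the fitted concentration of half-maximal effect; % is set by controls: 0 for no effect and ±100 for the full control effect; nearly all actives have a fitted effect of over 50% in size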
uPA generation: inhibitors of cell surface uPA generation; Potency, µM (titrated, usually from 38.3 µM), for inactives: at the top dose activity change, negative = inhibition, hits mostly inhibitors; cell surface uPA generation assay, qHTS; actives 0.31% (n = 330,000); active = well fitted inhibition curve with a large enough effect; inconclusive = small, poorly fitted or top-dose-only effect; inactive = no such curve, though single readings can be large or run the other way; tested in mouse RAW 264.7 cells; note: potency is the fitted concentration of half-maximal effect; % is set by controls: 0 for no effect and ±100 for the full control effect; nearly all actives have a fitted effect of over 55% in size
Tb PFK block: blocks T. brucei phosphofructokinase; O15648; T. brucei PFK, ADP-Glo luminescence; Potency, µM (doses to about 57.5 µM), inactives show at the highest dose activity, negative = inhibition, hits mostly inhibitors; actives 0.17% (n = 330,000);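 note: potency is the fitted concentration of half-maximal effect; 0% = uninhibited 1x PFK enzyme wells and -100% = no-enzyme wells; nearly all actives have a fitted effect of over 60% in size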
Target sequence (O15648 whole entry, looked up): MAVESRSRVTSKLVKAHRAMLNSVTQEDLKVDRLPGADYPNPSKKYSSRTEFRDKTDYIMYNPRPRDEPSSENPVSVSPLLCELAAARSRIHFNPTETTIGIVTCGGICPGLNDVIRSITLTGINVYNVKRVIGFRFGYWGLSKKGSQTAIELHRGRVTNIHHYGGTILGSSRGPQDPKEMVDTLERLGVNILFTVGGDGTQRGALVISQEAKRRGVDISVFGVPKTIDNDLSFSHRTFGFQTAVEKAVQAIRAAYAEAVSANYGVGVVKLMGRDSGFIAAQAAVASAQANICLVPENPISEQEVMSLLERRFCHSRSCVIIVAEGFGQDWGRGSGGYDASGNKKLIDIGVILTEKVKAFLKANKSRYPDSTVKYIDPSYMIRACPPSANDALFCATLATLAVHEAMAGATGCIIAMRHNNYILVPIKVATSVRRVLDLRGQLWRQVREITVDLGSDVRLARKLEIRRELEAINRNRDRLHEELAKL
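Compounds were pin-transferred as a titration series up to 57 uM into substrate buffer (0.5 mM F6P, 0.1 mM ATP, pH 8.0), then 1.25 nM PFK was added and reactions ran 45 min before ADP-Glo detection.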
FBPA coupling cs: inhibits coupling enzyme system, counter-screen for aldolase hits; coupling enzyme system counterscreen, AmpLite Red fluorescence; activity change, negative = inhibition, % at 58.2 µM, hits read low; actives 0.67% (n = 290,000); in the data active = activity change below about -30%; note: % is set by controls: 0 for no effect and ±100 for the full control effect
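Final compound at 57.5 uM, incubated 10 min at RT with coupling enzyme reagent (glyceraldehyde-3-phosphate), then 20 min with substrate and AmpLite Red detection. Fluorescence read at 525/598 nm; tests interference with the coupling assay, not aldolase inhibition.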
Giardia killer: Giardia lamblia killing; AID 540267; actives 0.15% (n = 340,000); activity change, % at 7.66 µM, hits read low; Giardia lamblia trophozoite viability; in the data active = activity change below about -80%; inconclusive = between about -30% and that limit;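 note: parasites exposed to compound for two days anaerobically before the ATP read; % is set by controls: 0 for no effect and ±100 for the full control effect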
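Killing of trophozoites was scored by loss of ATP luminescence after a 48 hrs anaerobic exposure to compounds at 37 deg C, using 100 cells per well.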
* marks the source's active call; other numbers are inactive results; ? = inconclusive; . = no result given; & = joins results of further samples; [ ] = another dose, or the depositor's remark. Unless noted, calls come from the whole dose curve; as a rule, active = well fitted curve in the direction sought with a large enough effect; inconclusive = small, poorly fitted or top-dose-only effect, or another doubt; inactive = no such curve, though single readings can be large; an effect the other way counts as inactive or inconclusive.

SMILES	Rab9 prom act	FLuc counter	ELG1 genotox	RORg inh	KCNH2 3.1 block	NPC1 prom act	VP16 counter	uPA generation	Tb PFK block	FBPA coupling cs	Giardia killer
O=C1c2ccc(-c3ccc(F)cc3OCc3ccccc3)cc2S(=O)(=O)c2cccc(C(=O)N3CCCC3)c21	-2.1%	-0.6%	-0.2%	.	-19.1	-2.2%	.	-15.2%	-8.5%	.	27.8
c1ccc2sc(-c3ccncc3)nc2c1	2.82µM*	15.1µM*	?	-22.5%	26.3	3.16µM*	21.1%	-5.7%	-0.7%	3.8	20.8
COc1ccc(C(=O)C[N+]2(C)CCOCC2)cc1	-5.4%	7.7%	1.3%	2.5%	-2.5	2.7%	1.7%	5.1%	-0.1%	3.4	7.3
O=C(CCN1CCN(c2ccccc2)CC1)Nc1cccc(Br)c1	-1.6%	-1.9%	-16.8%	12.3%	-8.5	0.3%	2.8%	6.4%	-11.9%	1.3	1.5
O=C(c1ccccc1F)N1CCN(C(=O)C2CC2)CC1	-0.7%	0.2%	1.1%	-13.2%	13.1	4.9%	5.1%	2.2%	-5.7%	.	16.8
O=C(Cc1ccccc1)N1CCCC(c2nc(-c3ccc(S(=O)(=O)N4CCCC4)cc3)no2)C1 (centres undefined)	0.7%	5.7%	-15.1%	10.5%	9.5	-5.4%	-3.7%	-11.4%	1.0%	0.6	3.6
O=C(O)Cc1ccc(NC(=O)c2cccc(NC(=O)c3ccco3)c2)cc1	-1.7%	16.9µM*	4.3%	-13.4%	-1.5	-2.7%	-6.2%	-2.7%	-5.0%	0.2	-29.0
Nc1ccc(S(=O)(=O)Nc2nccc(/C=C/c3ccc(Cl)cc3)n2)cc1	3.1%	-1.4%	-0.8%	-15.6%	11.0	-2.8%	-6.0%	-3.5%	9.2%	1.7	-5.9
CCCC1S/C(=N/N=C/c2ccco2)NC1=O (centres undefined)	2.6%	-1.6%	0.8%	1.58µM*	-7.2	-0.6%	3.16µM*	1.4%	-2.5%	-0.9	-3.0
O=C(NCc1ccco1)C1CCN(C(=O)c2ccc(Cl)cc2Cl)CC1	0.4%	1.9%	-4.0%	-2.4%	18.6	-0.2%	-3.1%	1.6%	-1.5%	-1.5	-13.6
CC(C)(C)[C@H]1C=C(C(=O)NCc2ccccc2)O[C@@H](OCc2ccc(CO)cc2)C1	-6.6%	1.1%	-1.3%	-12.8%	3.1	-6.4%	?	-2.3%	0.3%	1.3	-19.3
Cc1noc(C)c1NC(=O)N(C)C[C@H]1Oc2ccc(NC(=O)Cc3ccccc3)cc2C(=O)N([C@H](C)CO)C[C@@H]1C	.	.	-0.5%	.	6.6	.	.	8.9%	3.2%	.	11.4
COC(=O)CCN(Cc1cc(OC)ccc1OC)S(=O)(=O)c1ccccc1Br	.	.	-0.1%	.	12.1	.	.	-12.6%	1.1%	.	17.8
COc1ccc(C(O)c2coc3ccc(O)c(CN(C)C)c23)cc1 (centres undefined)	0.0%	3.1%[2.3 µM]	-5.1%	9.8%	-4.7	-0.9%	5.1%	1.8%	0.6%	-0.5	-26.5
Cc1ccc(NC(=O)CSc2nnc(CN3CCOCC3)n2C)cc1C	-3.9%	-3.1%	-0.6%	-13.5%	.	-1.5%	-3.4%	0.0%	5.4%	1.6	-9.9
COc1ccc(NC(=O)c2ccc(F)cc2)cc1S(=O)(=O)Nc1cc(C)ccc1Br	-2.3%	4.5%	-12.4%	?	-28.9	-1.2%	-13.1%	-2.1%	0.8%	0.9	23.5
Cn1c(C(=O)NC2CCCCCC2)cc2c(=O)n(C)c3ccccc3c21	1.1%	-10.5%	6.0%	31.4%	-2.9	-1.9%	7.6%	-6.8%	2.0%	0.0	5.6
O=C(NCC1CC1)NC(=O)c1c(F)cccc1Cl	1.8%	-5.2%	4.1%	13.4%	-0.6	-1.0%	2.4%	4.6%	-6.5%	4.7	-11.3
CCOC(=O)N1CCN(C(=O)c2ccccc2SCC(=O)NCC2CCCCC2)CC1	0.7%	-3.1%	0.0%	.	-3.5	-3.3%	.	-3.6%	-1.7%	.	-10.1
Cn1c(-c2cccc(Br)c2)n[nH]c1=O	-4.8%	-1.1%	8.6%	-8.4%	22.6	1.6%	-6.7%	9.1%	-24.0%	0.3	6.2
CCCC(=O)OCCNc1cc(SCc2ccco2)c2nonc2c1[N+](=O)[O-]	-10.7%	1.1%	?	?	5.5	-5.1%	?	2.2%	-24.1%	-12.7	12.7
CCCC1CCc2c(c3ccccc3[nH]c2=O)O1 (centres undefined)	-2.6%	-2.0%	5.0%	7.0%	-4.1	0.3%	-2.7%	-2.5%	-4.0%	1.1	5.6
COc1ccc(NC(=O)c2sc3ncnc(N4CCN(c5ccccn5)CC4)c3c2C)cc1Cl	-14.9%	-4.5%	-9.8%	7.6%	-114.0*	-8.3%	0.1%	4.0%	-2.1%	.	34.6[activator]
CN(Cc1ccc(F)cc1)C(=O)CN1C(=O)c2ccccc2S1(=O)=O	.	.	1.2%	.	1.0	.	.	4.4%	0.0%	.	1.4
CC(NC(=O)c1cccc(S(=O)(=O)N2CCN(Cc3ccccc3)CC2)c1)c1ccc(Cl)cc1 (centres undefined)	0.4%	0.0%	-7.6%	.	-11.5	0.7%	.	-3.0%	-8.3%	.	45.3[activator]
O=C(CO)N/N=C/c1ccccc1F	4.1%	6.2%	6.4%	6.3%	-10.8	0.8%	-5.4%	7.1%	0.5%	1.6	-4.4
CC1C(=O)CC(c2ccccc2)NC1c1ccccc1 (centres undefined)	12.3%	0.7%	-1.9%	-10.8%	-6.8	-4.7%	1.0%	-4.7%	0.4%	1.9	-4.9
CCOC(=O)N1CCN(C(=O)Cn2cc3c(n2)CCCC3)CC1	-2.3%	-0.9%	0.6%	41.5%	-2.2	-5.4%	2.2%	2.2%	0.9%	2.1	0.5
COc1ccc(/C=C2\NC(=S)N(CC3CCCO3)C2=O)c(OC)c1 (centres undefined)	?	15.1µM*	-1.2%	15.8µM*	-0.5	2.9%	?	3.3%	-0.6%	-1.5	9.5
CSCC(C)N1CCC(n2nccc2NC(=O)CCCc2ccccc2)CC1 (centres undefined)	2.3%	1.1%	1.4%	6.7%	-14.2	-1.7%	4.0%	5.6%	0.1%	2.0	-3.3
Cc1ccc(NC(=O)COC(=O)CCc2ccc(S(=O)(=O)N3CCOCC3)cc2)c(C)c1	-3.6%	-1.3%	-4.5%	-3.5%	-17.4	-8.2%	-0.1%	0.7%	-2.0%	-0.6	21.5
CCOC(=O)CC[C@H](NC(=O)Cn1cnc2c(SC)nc(N)nc21)C(=O)OCC	.	.	5.4%	.	5.9	.	.	9.1%	4.7%	.	?
CCOc1nc(SCCOc2ccc(C)cc2)nc(N(C)C)n1	-8.9%	-3.8%	-1.4%	-36.9%	10.5	-3.6%	-2.9%	2.3%	-0.9%	-12.6	-1.4
COc1ccc(CCNC(=O)c2cc(C)oc2C)cc1OC	-0.2%	-6.7%	-1.8%	13.0%	0.7	4.0%	-6.0%	1.0%	-1.3%	-2.2	-15.2
CCOc1ccc(OCC)c(NC(=O)CSc2nc3c(c(=O)n(C)c(=O)n3C)n2C(C)C)c1	2.6%	-2.3%	-8.7%	14.4%	-3.5	0.4%	-5.7%	6.0%	-14.2%	-2.8	-3.5
O=S(=O)(/N=C(/Nc1ccc(Cl)c(S(=O)(=O)Nc2ccccc2Cl)c1)c1ccc(F)cc1)c1ccccc1	-1.5%	-5.6%	-2.4%	?	-1.5&15.7	-0.3%	-0.9%	-2.2%&1.9%	0.2%	2.6	-16.5&11.8
CN1CCN(c2nnc(-c3cccs3)c3ccccc23)CC1	-0.3%	?	0.1%	20.2%	8.7	-5.5%	-0.4%	-4.8%	5.2%	-3.4	11.4
CC(=O)C1=C(c2ccccc2)NC(=S)NC1c1ccc(O)c(O)c1 (centres undefined)	-6.9%	-0.2%	0.9%	-29.7%	4.4	-2.5%	3.7%	.	28.0%	-7.2	3.0
O=C(COC(=O)/C=C/c1cccc(F)c1)NC(=O)NCc1ccccc1	.	.	3.2%	.	12.8	.	.	?	-2.3%	.	-7.0
Oc1ccc(Nc2nc(NCC3CCCO3)c3ccccc3n2)cc1 (centres undefined)	1.2%	?	0.1%	34.3%	-21.9	-3.3%	-1.6%	-11.2%	3.8%	0.0	-4.3
Cc1nc(N)sc1N=Nc1ccccc1C(F)(F)F	2.82µM*	12µM*	?	?	9.6	?	-29.2%	-0.6%	0.9%	-1.0	15.0
CCOC(=O)C(=O)/C(=C\N(C)C)c1onc(-c2ccccc2Cl)c1C(=O)OC	2.0%	16.9%	-8.9%	-14.0%	-21.9	-3.8%	-5.3%	-3.5%	-14.4%	5.7	-10.6
COc1cc2c(cc1OC)C(c1ccccc1)=NCC2	-0.2%	5.0%	3.5%	-22.4%&-24.3%	-1.6	-2.6%	?	0.6%	-0.1%	2.8&-0.3	10.6
